# GalR3 antag: antagonists of human GalR3; actives 0.44% (n = 360,000); HEK293 GalR3-CNG cAMP membrane potential fluorescence; galR3 body fused to GalR1 C-terminus; inhibition, % at 3 µM; AID 651719;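 active means inhibition above the screen-wide average plus 3 SD, cut at about 13% in these data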;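 further: forskolin and galanin both at EC90 stimulate the cells; cAMP rise reported by CNG channel membrane potential dye signal; 0% = forskolin plus galanin with DMSO and 100% = forskolin alone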
# Target sequence (O60755 1-299 limits assumed): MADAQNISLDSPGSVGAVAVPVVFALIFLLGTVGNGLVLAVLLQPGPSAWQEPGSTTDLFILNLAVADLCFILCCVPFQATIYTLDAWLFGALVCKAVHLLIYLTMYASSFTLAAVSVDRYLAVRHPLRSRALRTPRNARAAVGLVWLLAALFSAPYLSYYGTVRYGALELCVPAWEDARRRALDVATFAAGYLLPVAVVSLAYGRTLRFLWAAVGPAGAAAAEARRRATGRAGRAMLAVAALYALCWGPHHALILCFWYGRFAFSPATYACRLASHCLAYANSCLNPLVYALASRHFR
# IMP-1 inhibitor: inhibitors of Pseudomonas aeruginosa IMP-1 metallo-beta-lactamase; purified IMP-1, nitrocefin hydrolysis, epi-absorbance fluorescence; inhibition, % at 5.6 µM; actives 0.45% (n = 290,000);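 active means inhibition above the mean plus 3 SD of all compounds in the same screening run, cut at about 4.5% in these data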;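 further: 0% = IMP-1 with DMSO and 100% = DMSO wells lacking enzyme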
#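 assay system = purified recombinant IMP-1 metallo-beta-lactamase enzyme | schedule = 15 min preincubation plus 25 min reaction at 25 °C | signal = Epi-absorbance fluorescence, 480 nm excitation, 530 nm emission | read-out basis = percent inhibition from optical density relative to buffer-blank wells | controls = IMP-1 with DMSO as 0%, enzyme-free DMSO as 100%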
# IDE cell inh: inhibitors of human insulin-degrading enzyme in cells | HEK cells, FAbetaB cleavage, fluorescence polarization | inhibition, % at 5.59 µM | actives 0.41% (n = 320,000) | AID 434962;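 active means percent inhibition above the average of all tested compounds plus 3 SD, set per screening campaign, cut at about 16% in these data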;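 further: IDE supplied by intact live HEK cells; FP after avidin binding of uncleaved biotin substrate so inhibition keeps polarization high; 0% = DMSO wells and 100% = 60 µM reference IDE inhibitor Ii1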
# SUMO HTRF inh: blocks human SUMOylation mediated by UBC9 | P63279 | HTRF SUMOylation assay, SAE1/SAE2 + UBC9, in vitro | inhibition, % at 35 µM | actives 0.36% (n = 290,000) | AID 2006; in the data active means inhibition above about 50%, passing the limit was not always enough; further: strong numbers were not always called active
# Target sequence (P63279 whole entry, looked up): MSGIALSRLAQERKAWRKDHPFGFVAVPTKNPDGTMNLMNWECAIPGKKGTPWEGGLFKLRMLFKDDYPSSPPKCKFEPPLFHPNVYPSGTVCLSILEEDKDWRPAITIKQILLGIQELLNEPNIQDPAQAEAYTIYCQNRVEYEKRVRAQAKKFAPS
# VIM-2 inhibitor: blocks Pseudomonas aeruginosa VIM-2 metallo-beta-lactamase; purified VIM-2, nitrocefin hydrolysis, epi-absorbance fluorescence; inhibition, % at 5.6 µM; actives 0.89% (n = 290,000);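 active means inhibition above the mean of all tested compounds plus 3 SD, cutoff set per screening run, cut at about 7.5% in these data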;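 further: red hydrolysis product quenches plate fluorescence so inhibitors raise well fluorescence; 0% = enzyme with DMSO and 100% = DMSO without enzyme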
# pCIP destab: compounds decreasing mouse p/CIP protein stability. Q05BA5. F442A p/CIP-EGFP cells, EGFP fluorescence, 16 h. decrease of EGFP signal, % at 10 µM. actives 0.01% (n = 290,000);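 active means EGFP signal decrease of at least 30% at 10 µM or well 3 SD below plate mean, unless failing retest; inactive means the rest, including hits failing retest or dose response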; further: some compounds called inactive have numbers as strong as hits; many of its hits are not listed in these tables
# HCV NS3 hel inh: blocks Hepatitis C virus NS3 helicase unwinding | actives 0.56% (n = 290,000) | NS3 helicase DNA unwinding, Cy5 molecular beacon fluorescence | AID 1800 | inhibition, % at 10.9 µM;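 active means inhibition above the mean of all tested compounds plus 3 SD, set per campaign, cut at about 35% in these data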;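 further: 0% = DMSO wells and 100% = thioflavine S control wells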
#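 Compound dosing – single dose, 10.9 µM nominal final, DMSO 0.8% final · System – NS3 helicase fragment of HCV · Buffer or medium – MOPS pH 6.5, MgCl2, DTT, Tween20, BSA · Signal – Cy5 beacon fluorescence read at start and 1 h · Also added – annealed dual-labelled DNA beacon duplex, ATP-started · Schedule – 1 h at 25 °C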
# CRFBP-R2 block: CRF-BP/CRF-R2 complex antagonism. HEK293 CRF-R2/CRF-BP, CRF-induced calcium fluorescence. actives 0.59% (n = 350,000). inhibition, % at 11.8 µM. AID 588475;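 active means inhibition of the ligand-induced calcium signal above about 50% at the single tested concentration, limit read from the data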
# IDE cell activ: IDE (human) activation, cell-based; P14735; HEK cells, FAbeta-B cleavage, fluorescence polarization; 0% vehicle, 100% cell-free pure enzyme wells; activation, % at 5.96 µM; actives 0.073% (n = 340,000);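 active means activation above the mean of all tested compounds plus 3 SD, set per screening campaign, cut at about 17% in these data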
# * = called active by the depositor; · = no result given. Outcome played no part in choosing rows; overall some 3.2% were active at least once.
GalR3 antag	IMP-1 inhibitor	IDE cell inh	SUMO HTRF inh	VIM-2 inhibitor	pCIP destab	HCV NS3 hel inh	CRFBP-R2 block	IDE cell activ	SMILES
-10	-2.7	4	14	-2.3	-10	14	11	4	COc1ccc(CCNC(=O)CNS(=O)(=O)c2cccs2)cc1OC
-6	·	-1	·	·	·	·	4	5	CCCCn1c(N)c(N(C)C(=O)c2cc3c(s2)CCCCC3)c(=O)[nH]c1=O
-4	-3.5	3	14	-1.0	-1	1	5	-7	COc1ccccc1-c1coc2cc(OC(=O)/C=C/c3ccccc3)ccc2c1=O
-10	-2.1	·	5	4.7	-6	28	22	·	C=CCc1cccc2cc(C(=O)Nc3ccccc3C(=O)O)c(=O)oc12
5	-3.4	2	12	-2.4	-5	0	-1	8	CN(c1ccccc1C(=O)N1CCN(c2ccccc2)CC1)S(C)(=O)=O
-7	0.2	1	21	-1.3	17	5	-22	·	O=C(N/N=C/C=C\c1ccco1)c1cccs1
-9	-2.4	8	1	-0.2	-10	4	10	3	O=C(NCc1n[nH]c(=S)n1-c1cccc(C(F)(F)F)c1)c1ccco1
-9	-3.1	1	3	-0.8	2	2	-1	2	O=C(OCc1ccccc1F)c1cc2ccccc2cc1O
1	·	-1	·	·	·	·	-20	4	C#CCOCCOCCOCCNc1nc(N2CCN(C(=O)[C@H](CCCCN)n3cc([C@@H](N)[C@H](C)CC)nn3)CC2)nc(N2CCN(C(=O)[C@H](CCC(=O)O)n3cc([C@@H](N)CCSC)nn3)CC2)n1
2	-2.9	-6	-13	-0.4	11	-3	1	-9	Cc1ccc(S(=O)(=O)N2CCOCC2)c(C)c1NS(C)(=O)=O
-2	-1.6	-2	2	-2.1	14	-12	5	3	COc1ccc(C(=O)N(c2ccccn2)C2CCCCC2)c(OC)c1
-1	-4.9	-5	8	-2.9	1	-10	7	-1	CCCCC(=O)Nc1ccccc1C#N
-6	-3.7	3	-3	-2.6	-2	9	7	5	COc1ccccc1N1CCN(C(=O)c2cc(C)on2)CC1
5	2.7	11	2	0.8	0	9	-3	-2	Cc1cc(C)c(S(=O)(=O)NCCCn2ccnc2)c(C)c1
5	0.3	2	21	-2.0	-16	4	21	3	CCOC(=O)CSc1nc2sc3c(c2c(=O)[nH]1)CC(C)(C)OC3
0	-3.6	2	19	1.6	-19	-2	9	0	CC(C)N(C(=O)CSc1nnc(Cn2nnc3ccccc32)n1C)C(C)C
0	0.7	6	-22	-2.1	9	0	20	2	CN(CC(=O)N1CCN(c2ccccn2)CC1)S(=O)(=O)c1cccc2nsnc12
-5	-1.8	2	10	0.0	6	-8	24	8	Cc1ccc(N(CC(=O)NCC2CCCO2)C(=O)CCC(=O)Nc2ccccn2)cc1 (centres undefined)
-4	-4.0	3	-2	-2.8	-11	2	11	5	Cc1ccc(S(=O)(=O)NCC2CCC(C(=O)N3CCOCC3)CC2)cc1 (centres undefined)
-8	0.9	4	2	-1.7	4	1	2	2	Cc1cc([N+](=O)[O-])ccc1NC(=O)CSc1nnc(C)n1C
1	0.8	5	4	-2.1	-12	8	12	0	COC(CNC(=O)C(=O)NCC1OCCN1S(=O)(=O)c1ccccc1)OC (centres undefined)
-7	-2.9	2	-7	-1.5	-3	2	12	-1	COc1cc(/C=N/NC(=O)c2cc(-c3ccccc3)nc3ccccc23)cc(OC)c1O
-4	3.1	1	11	-1.4	-14	-7	-15	-2	CCOC(=O)Cn1c(=O)oc2cc(S(=O)(=O)N(CCN(C)C)Cc3ccccc3)ccc21
-13	-1.6	-4	10	-2.3	-5	-3	6	0	Fc1ccc(-c2csc(NC(=S)Nc3ccccc3)n2)cc1
-12	-2.5	-2	6	-2.3	-6	-18	-14	4	c1ccc(COc2ccc(OCCN3CCCC3)cc2)cc1
-2	-0.9	6	23	1.7	-2	24	16	-5	CC(C)NC(=O)NC(=O)COC(=O)/C=C/c1ccc2c(c1)OCO2
2	·	0	·	·	·	·	-3	0	O=C(C[C@H]1C/C=C\C[C@H](NC(=O)OCC2c3ccccc3-c3ccccc32)C(=O)OC[C@@H]2CCCN2C1=O)NCCO
-4	-4.6	2	-19	-2.8	-7	7	-8	-2	O=C1/C(=C/c2ccccn2)SC(=S)N1N1CCOCC1
1	·	4	-16	·	-4	·	-3	9	COc1cccc(C(=O)Nc2nnc(-c3ccc(Cl)cc3)o2)c1
-6	-0.5	·	31	0.3	-14	3	3	2	CCCNC(=O)Nc1cc(OC)c(OC)cc1Cc1nccc2cc(OC)c(OC)cc12
-3	-4.2	2	0	-0.7	2	-1	4	1	Cc1cc(=O)n2[nH]c(=O)c(N=Nc3ccccc3)c2[nH]1
-9	-1.4	13	2	-2.0	-11	19	4	3	CCOCCCNC(=S)N(CCO)Cc1cc2cc3c(cc2[nH]c1=O)OCCO3
1	-2.2	-2	19	-2.9	10	4	4	8	Nn1c(SCC(=O)Nc2ccc3c(c2)OCCO3)nnc1C(F)(F)F
-7	-5.2	-4	-11	-1.7	2	-5	-16	4	O=C(CN1CCCCC1)Nc1ccc(S(=O)(=O)N2CCCCCC2)cc1
-2	-2.6	1	8	-2.1	-9	22	33	8	COc1ccc(NC2=CC(c3ccc(OC)c(OC)c3)N(c3ccc(OC)cc3)C2=O)cc1 (centres undefined)
-15	-2.6	·	-12	-3.9	-3	-11	18	-1	S=C(Nc1cc(Cl)ccc1Oc1ccccc1)N1CCN(c2ccccn2)CC1

# Random excerpt: two records from the list.
GalR3 antag	IMP-1 inhibitor	IDE cell inh	SUMO HTRF inh	VIM-2 inhibitor	pCIP destab	HCV NS3 hel inh	CRFBP-R2 block	IDE cell activ	SMILES
-3	-4.2	2	0	-0.7	2	-1	4	1	Cc1cc(=O)n2[nH]c(=O)c(N=Nc3ccccc3)c2[nH]1
-2	-0.9	6	23	1.7	-2	24	16	-5	CC(C)NC(=O)NC(=O)COC(=O)/C=C/c1ccc2c(c1)OCO2

# Following part:
GalR3 antag	IMP-1 inhibitor	IDE cell inh	SUMO HTRF inh	VIM-2 inhibitor	pCIP destab	HCV NS3 hel inh	CRFBP-R2 block	IDE cell activ	SMILES
-5	-1.7	-1	-32	-1.5	4	-1	-13	3	COc1cccc(/C=N/Nc2nc3ccccc3[nH]2)c1O
-7	-3.3	45*	6	-2.8	2	0	1	-65	CC(=O)Oc1c(Cl)cc(Cl)cc1/C=C/c1ccc2ccccc2n1
-4	-2.6	1	3	-4.2	1	-3	6	0	COc1cccc(CNS(=O)(=O)c2c(C(=O)N3CCCCCC3)c(C)n(C)c2C)c1
6	-3.8	-3	-5	-4.0	5	-8	11	2	COc1ccc(/C=C/C(=O)Nc2nc(N)n(-c3ccccc3)n2)cc1
5	-3.5	8	25	-3.2	-12	1	-31	1	O=C(CNC(=O)c1cc2c(n(-c3ccccc3)c1=O)CCCC2=O)c1ccccc1
0	-3.7	0	4	-2.7	-9	6	-5	0	NC(=O)c1cc(S(=O)(=O)N2CCOCC2)ccc1N1CCCC1
-12	-2.6	0	2	0.3	2	7	12	8	COC(=O)/C(=C/c1ccc(F)cc1)NC(C)=O
-4	-1.7	5	-2	2.2	-2	11	-3	5	Cc1cc(C)n2nc(C(=O)N(C)C(c3ccccc3)c3ccccc3)nc2n1
-4	-2.6	6	-10	-2.1	8	-4	4	-2	COC1=NS(=O)(=O)c2ccccc21
·	-2.1	0	1	0.3	-4	1	-2	-2	[O-]/[N+](=C\c1ccncc1)c1ccc(Br)cc1
-6	-3.3	-5	3	-3.0	-15	0	13	4	Cc1cc(-n2c(C)cc(C(=O)CSc3nc(N)cc(=O)[nH]3)c2C)no1
-2	·	-3	·	·	·	·	6	2	CN1CCN(S(=O)(=O)c2cccc(C(=O)Oc3cccc(C#N)c3)c2)CC1
-10	-1.5	2	-8	-2.0	-2	3	-27	5	CN(C)CCN(C(=O)c1ccc2c(c1)OCCO2)c1nc2ccc(Cl)cc2s1
-3	·	1	·	·	·	·	-9	6	CN=c1nc(-c2ccccc2)n(-c2ccccc2)s1
-4	-1.4	-2	-14	-3.0	-4	-4	-31	-5	N#Cc1c(NC(=O)c2ccc(Cn3cc(Br)cn3)o2)sc2c1CCCCC2
1	-2.6	-2	-7	3.5	-6	-3	9	1	COc1cc(Nc2cc(C)nc3ncnn23)cc(OC)c1OC
0	-2.1	1	12	-1.7	-1	6	-5	4	CCC(C)(C)NC(=O)Cn1c(-c2ccccc2)cc(C(C)=O)c1C
1	-4.5	-4	6	-3.9	-21	1	14	5	CC(C)(C)NC(=O)COc1ccc(CNc2ncn[nH]2)cc1
1	-2.9	0	4	-1.9	-18	9	-2	6	CCc1ccc(NC(=S)Nc2ccc(S(=O)(=O)Nc3ncccn3)cc2)cc1
14*	-2.7	-3	19	-4.7	-11	-5	-30	5	COc1ccccc1-n1c(-c2cc(-c3ccc(F)cc3)n[nH]2)n[nH]c1=S
-2	-3.4	-3	8	-1.9	-5	9	13	-2	CC(C)(C)C1CCC(C(=O)OCC(=O)N2CCN(C(=O)c3ccco3)CC2)CC1 (centres undefined)
-10	-1.2	-3	20	0.1	-8	-11	10	-1	Oc1ccc(-c2nccc(-c3ccccn3)n2)cc1
-4	-1.9	2	2	-2.0	2	-4	0	0	Cc1ccccc1-n1c(SCC(=O)N(C)C2CCS(=O)(=O)C2)nc2ccccc2c1=O (centres undefined)
·	-3.6	3	45	-0.3	-14	-6	·	·	COc1ccc(C2C=C(c3cccs3)Nc3nc(CCCO)nn32)cc1 (centres undefined)
-9	-4.1	-1	12	-2.1	-5	-2	19	-2	CCOc1ccccc1N1CCN(Cc2cc3c(cc2[N+](=O)[O-])OCO3)CC1
-9	-0.8	6	36	5.1	1	-5	-8	-10	Nc1ccc(-c2nc3c(ccc4ccccc43)[nH]2)cc1
-7	-1.3	-5	-2	2.1	2	3	13	0	Cc1c(NC(=O)c2ccc(Cl)c(S(=O)(=O)N3CCOCC3)c2)c(=O)n(-c2ccccc2)n1C
-7	0.2	2	6	0.1	-10	-3	3	1	COc1cccc(NC(=O)C2Cc3ccccc3CN2C(=O)c2ccco2)c1 (centres undefined)
5	-1.8	-2	9	-0.5	-16	0	2	6	CCOC(=O)CNS(=O)(=O)c1c(C)noc1C
-7	-1.1	-2	23	-1.6	7	10	-5	5	Cc1ccc(/C=N/NC(=O)c2nnn(-c3nonc3N)c2CSc2ccccc2)s1
-3	·	-2	·	·	·	·	-6	1	Cc1ccc(NC(=O)c2cc(=O)[nH]c3ccc(S(=O)(=O)N4CCOCC4)cc23)cc1
0	-2.2	1	9	-4.2	16	2	12	2	CNc1nc(-c2ccccc2)nc(-c2ccccc2)c1C#N
-14	-0.8	2	12	-1.5	7	-45	-14	0	Nc1ccc(OCCCc2c(N)nc(N)nc2N)cc1
